Screening results (PubChem BioAssay)
Growth percent in the NCI-60 one-dose screen (48 h, 10 µM unless noted): 100 = growth as untreated, 0 = no growth, -100 = all killed.
HT29: HT29 colon cancer; hit rate 7.4% among 81,000
HCC-2998: HCC-2998 colon cancer; hit rate 4.7% among 79,000; AID 1794799
COLO 205: COLO 205 colon cancer. hit rate 7.3% among 79,000. AID 1794742
HCT-15: HCT-15 colon cancer | hit rate 5.2% among 82,000 | AID 1794746
HCT-116: HCT-116 colon cancer | hit rate 7.3% among 82,000 | AID 1794798
A498: A498 renal cancer cells; hit rate 5.4% among 76,000; AID 1794774
SNB-75: SNB-75 CNS cancer; hit rate 5% among 79,000; AID 1794750
KM12: KM12 colon cancer cells. hit rate 5% among 82,000. AID 1794800
SW-620: SW-620 colon cancer; hit rate 5.2% among 82,000
* = called active by the depositor; · = not tested or not shown; [ ] = dose if it differs, or a comment. The calls were made as follows: active = growth percent below 10; inactive = the rest.

Values run as follows: HT29	HCC-2998	COLO 205	HCT-15	HCT-116	A498	SNB-75	KM12	SW-620
CN1CCN(Cc2ccc(NC(=O)c3[nH]ncc3Nc3ccnc4ccsc34)cc2)CC1
 : 30.1	33.0	18.9	66.4	10.1	17.0	20.5	12.3	20.6
CCCCCCCCCCCCCCCCCCOc1ccccc1N
 : 92.5	88.8	46.3	85.6	44.0	61.8	82.8	39.8	98.7
Nc1c(C(=O)Nc2cccc(Cl)c2)sc2nc3c(cc12)CCCC3
 : 68.2	91.4	92.2	78.8	91.6	87.6	101.2	77.6	92.3
CCOC(=O)c1c(C)nc2c(c1N)C(=O)C(=O)N2Cc1ccc(OC)cc1
 : 26.5	99.3	123.0	22.7	25.1	90.4	30.0	25.7	41.9
O=C(NC1CCCCC1)C(c1ccc(F)cc1)N(C(=O)C1CCc2cc(F)ccc2O1)c1ccc(F)cc1F (configuration not stated)
 : 87.1	89.7	102.5	96.6	68.7	118.7	74.7	98.8	91.5
CNC(=O)N1N=C(c2ccc(N)cc2)c2cc3c(cc2CC1=O)OCCO3
 : 110.4	117.1	106.3	99.0	100.3	100.7	86.5	102.0	106.7
C#CC[C@@H]1C[C@]2(C)[C@H]3CC[C@@H]4[C@H]5C(C(=C)C)CC[C@]5(C(=O)NCCCCN)CC[C@@]4(C)[C@]3(C)CC[C@H]2C(C)(C)[C@H]1OC(C)=O (some centres not stated)
 : -61.3*	-11.1*	-71.6*	-66.1*	-85.7*	107.8	-97.3*	-66.8*	-66.8*
COc1ccc(NC(=O)C(=O)c2c[nH]c3ccc(F)cc23)cc1
 : 88.4	108.7	104.3	99.2	79.1	65.8	99.7	94.5	99.9
CCCCOc1ccccc1/C=C1/SC(N2CCC(C)CC2)=NC1=O
 : 87.5	106.5	105.8	47.5	58.5	86.3	·	99.0	99.2
COc1ccccc1NC(=O)Nc1ccc(-c2nc3ccccc3o2)cc1
 : 131.8	105.7	·	96.9	93.7	·	109.3	104.6	110.8
COc1ccc(COc2ccc(/C=C3\C(=O)Nc4ccc(Cl)cc43)cc2)cc1
 : 100.3	108.4	105.3	94.4	96.3	·	91.1	101.8	98.7
COc1ccc2c(c1)cn1c3ccc(OC)cc3[nH]c(=O)c21
 : ·	-68.5*	-61.3*	-84.4*	-75.8*	41.2	59.1	-61.7*	-38.9*
O=c1cc(Cl)[nH]c(=O)[nH]1
 : 83.6	93.5	97.5	106.5	100.8	100.1	100.4	105.0	105.8
CCCOC(=O)COc1ccccc1
 : 109.8	98.5	111.2	102.4	107.4	126.8	92.8	106.9	109.5
c1ccc(C2NCCO2)cc1 (configuration not stated)
 : 103.3	107.2	105.0	98.1	115.4	100.1	104.4	87.5	98.0
CCCC(O)c1ccccc1 (configuration not stated)
 : 98.1	120.0	102.3	102.0	100.9	92.1	119.0	106.1	98.2
CC(C)N(C(=O)c1ccc([N+](=O)[O-])cc1)C(C)C
 : 103.0	115.7	97.6	102.4	102.3	64.5	74.5	112.3	92.5
CC(C)(C)c1cc(=O)[nH]c(SCC(=O)NCCc2ccc(S(N)(=O)=O)cc2)n1
 : 119.7	111.5	99.8	105.2	113.1	109.4	98.9	102.7	102.2
Oc1cccnc1Cl
 : 87.7	98.4	103.1	106.0	98.2	101.4	90.4	107.8	103.6
O=C(Cn1cc(CN2C(=O)c3ccccc3S2(=O)=O)nn1)Nc1ccc(Br)cn1
 : 93.6	101.0	103.0	98.1	87.0	106.5	84.5	102.9	103.2

Three compounds already listed, arranged by length of the SMILES, smallest number first.
Values run as follows: HT29	HCC-2998	COLO 205	HCT-15	HCT-116	A498	SNB-75	KM12	SW-620
CCCOC(=O)COc1ccccc1
 : 109.8	98.5	111.2	102.4	107.4	126.8	92.8	106.9	109.5
CCCCCCCCCCCCCCCCCCOc1ccccc1N
 : 92.5	88.8	46.3	85.6	44.0	61.8	82.8	39.8	98.7
CCCCOc1ccccc1/C=C1/SC(N2CCC(C)CC2)=NC1=O
 : 87.5	106.5	105.8	47.5	58.5	86.3	·	99.0	99.2

Carrying on.
Values run as follows: HT29	HCC-2998	COLO 205	HCT-15	HCT-116	A498	SNB-75	KM12	SW-620
O=C(OCc1ccccc1)ON1C(=O)C2C3C=CC(C3)C2C1=O (configuration not stated)
 : 104.0	118.3	116.6	124.0	111.0	136.9	107.3	116.1	113.3
CC1=Nc2cnc(Nc3ccc(OCCN4CCCC4)cc3)nc2Nc2ccccc21
 : 60.9	72.2	72.2	33.9	73.6	-7.8*	20.1	15.2	68.4
O=C(/C=C/c1ccccc1)c1ccc2ccccc2c1
 : 54.7	·	38.3	48.5	-5.9*	93.5	107.4	93.2	·
CSc1ccc(N(C)c2nc(C)nc3c2CCC3)cc1
 : -9.4*	8.4*	-64.9*	7.6*	0.1*	-8.4*	35.1	8.6*	28.1
CCN(CC)CCn1c(CO)nc2c1c(=O)n(C)c(=O)n2C
 : 93.3	102.5	103.4	102.7	92.3	117.5	92.4	103.3	100.4
CCOc1cc(/C=C/C(=O)C(C(=O)/C=C/c2ccc(OC(=O)CNc3nnc(C)s3)c(OCC)c2)C(=O)CNc2nnc(C)s2)ccc1OC(=O)CNc1nnc(C)s1
 : -100.0*	-64.8*	-55.0*	-60.1*	-77.7*	-41.7*	-15.8*	-64.4*	-64.8*
C=C1CCC2C3(C)COC(c4cccs4)OC3CCC2(C)C1C/C=C1/C(=O)CCC1OC(C)=O (configuration not stated)
 : 75.0	108.4	106.3	73.3	71.1	97.3	99.7	96.5	66.4
N#Cc1c(Cl)nc(NS(=O)(=O)c2ccccc2)nc1-c1ccc(Cl)cc1
 : 115.9	116.4	121.8	104.2	111.4	123.4	96.0	108.7	117.1
Cc1cccc(C(=O)C=C(C(F)(F)F)C(F)(F)F)c1
 : 104.4	·	95.2	105.1	99.2	123.7	84.6	104.8	109.5
CCN(CC)CCC(=O)NCc1cn(-c2ccc3cc4ccc(-n5cc(CNC(=O)CCN(CC)CC)nn5)cc4nc3c2)nn1
 : 108.9	103.4	115.2	102.4	102.1	92.8	118.3	109.4	104.8
CCON1C(=O)C2(CCCCC2)C(=O)C12C=CCCC2 (configuration not stated)
 : 104.3	93.7	109.4	106.2	104.1	·	94.7	103.6	106.3
Clc1ccc2c(OCCCN3CCOCC3)c3oc4ccccc4c3nc2c1
 : 25.2	46.0	12.8	20.3	17.7	13.6	43.5	33.1	19.2
SCCNC1CCCCC1
 : 97.8	100.3	98.4	103.7	111.2	102.2	82.3	104.7	102.6
CC1N(NC(=O)Nc2ccc(F)cc2)C(=O)c2ccccc2N1C (configuration not stated)
 : 115.6	112.5	117.1	100.5	100.4	150.7	99.8	106.8	107.1
COc1cc(C2Nc3c(c(C(C)(C)C)nn3-c3ccccc3)C(=O)CS2)cc(OC)c1OC (configuration not stated)
 : 97.8	108.3	141.2	93.2	91.9	114.1	97.7	103.2	109.3
COc1ccc(CNC(=O)Cn2c(-c3cncs3)nc3ccccc32)cc1
 : 111.4	106.7	115.9	75.1	101.0	105.3	83.5	·	96.6
C=CC(=O)Nc1ccc(Oc2nccc(Nc3nnc(-c4ccc(Br)cc4)s3)n2)cc1
 : 106.1	121.4	96.9	93.3	97.2	103.6	90.1	97.8	98.0
O=C(/C=C/c1ccc2ccccc2c1)Nc1ncc(Cc2ccccc2)s1
 : 69.5	92.0	55.8	55.7	21.0	86.2	34.4	64.4	42.6
CCC1(N)COC(c2ccccc2)OC1 (configuration not stated)
 : 102.9	·	105.9	108.8	108.0	106.1	·	104.5	106.5
CN1CCCC(Nc2ccncc2CO)C1 (configuration not stated)
 : 101.5	108.8	101.2	103.3	96.0	100.3	106.7	95.6	106.9

Next compounds follow.
| structure | HT29 | HCC-2998 | COLO 205 | HCT-15 | HCT-116 | A498 | SNB-75 | KM12 | SW-620 |
| --- | --- | --- | --- | --- | --- | --- | --- | --- | --- |
| OC(CO/N=C/c1ccc(OC(F)F)c(OC2CCCC2)c1)CN1CCOCC1 (configuration not stated) | 97.5 | 96.3 | · | 96.8 | 91.0 | · | 88.3 | 101.1 | 101.5 |
| Cc1ccc2c(c1)c(-c1nc(-c3cn(C)c4ncccc34)cs1)cn2C | 94.6 | 108.3 | 135.8 | 100.9 | 103.2 | 92.5 | 109.6 | 116.3 | 113.9 |
| OC1(C#CC#CC2(O)CCCCC2)CCCCC1 | 76.7 | 99.0 | 93.9 | 102.7 | 97.3 | 97.4 | 124.0 | 103.2 | 108.6 |
| CCCCn1cnc(-c2cc(-c3ccccc3)cc(C(F)(F)F)c2)n1 | 101.2 | 107.6 | 103.8 | 103.9 | 96.7 | 70.9 | 98.9 | 100.6 | 96.0 |
| CCCCCc1ccc(S(=O)(=O)Nc2cc(-c3csc(NC(C)=O)n3)ccc2N2CCN(C)CC2)cc1 | 5.9* | -26.9* | -38.9* | 4.0* | 4.0* | 66.2 | 37.3 | 74.1 | -25.9* |
| COC(=O)/C(CCC=C(C)C)=C1\[C@@H](OC(C)=O)C[C@@]2(C)[C@H]1CC(=O)[C@H]1[C@@]3(C)CCC(N4CCCC4)[C@@H](C)[C@@H]3CC[C@@]12C (some centres not stated) | 68.2 | 114.3 | 106.3 | 73.4 | 84.9 | 105.5 | 99.2 | 105.2 | 102.9 |
| C=C1C(=O)O[C@H]2[C@H]1CC/C(CNC(=O)Cc1c[nH]c3ccccc13)=C\CC[C@@]1(C)O[C@@H]21 | 1.9* | 60.4 | -74.9* | 15.6 | -11.9* | 41.2 | 73.9 | 47.5 | -20.4* |
| COc1cc2c(c(OC)c1OC)CCC(c1cccc(NC(=O)C(C)C)c1)O2 (configuration not stated) | 95.8 | 107.9 | 106.1 | 107.5 | 99.3 | · | 112.9 | 97.5 | 109.2 |
| Brc1cncc2ccccc12 | 99.8 | 101.8 | 103.9 | 104.0 | 96.5 | 120.9 | 92.9 | 103.2 | 102.3 |
| N#CCCN(NC(=O)OCc1ccccc1)C(=O)OCc1ccccc1 | 106.3 | 106.3 | 118.9 | 106.6 | 95.4 | · | 81.4 | 108.7 | 102.0 |
| Cc1cnc(N=Nc2ccccc2)[nH]1 | 103.5 | 99.2 | 88.3 | 87.7 | 95.3 | 99.6 | 101.2 | 97.2 | 100.3 |
| CC(=O)/C(C)=C\c1ccccc1 | 101.9 | 94.1 | 110.5 | 100.6 | 99.1 | 95.5 | · | 99.1 | 101.6 |
| CCCCCN1CCSC(C(=O)Nc2ccccc2)C1 (configuration not stated) | 101.4 | 89.1 | 120.2 | 97.0 | 85.3 | 89.7 | 90.7 | 95.7 | 100.1 |
| CCOC(=O)C(CC([N+](=O)[O-])[N+](=O)[O-])C(=O)OCC | 96.6 | 106.4 | · | 106.2 | 100.0 | 78.9 | 97.9 | 98.4 | 106.3 |
| Cc1ccc(/C=C/C(=O)c2ccc(Nc3nc(NCCO)nc(N4CCOCC4)n3)cc2)cc1 | 91.6 | 102.1 | · | 85.8 | 84.8 | 98.1 | 88.8 | 86.5 | 104.3 |
| Cc1cccc(C)c1I | 108.2 | 102.5 | 134.9 | 107.5 | 89.6 | 103.2 | 87.3 | 107.1 | 99.7 |
| CCOC(=O)C1=C(C)N=C2Sc3ccccc3N2C1c1cn[nH]c1-c1ccc(Cl)cc1 (configuration not stated) | 92.3 | 103.8 | 90.1 | 83.5 | 70.5 | 41.0 | 74.2 | 90.9 | 97.1 |
| C/C(=N\Nc1nc(-c2cc(O)c(C)c(C)c2O)cs1)c1ccccc1 | 109.0 | 110.8 | 123.6 | 92.4 | 101.9 | 99.9 | 107.4 | 105.7 | 110.2 |
| COc1ccc([C@H]2[C@H](C(=O)Nc3cc(C)cc(C)c3)c3ccccc3C(=O)N2c2ccc(OC)cc2)cc1 | 61.8 | 90.1 | 76.9 | 85.1 | 46.6 | · | 89.8 | 64.8 | 97.9 |
| C/C=C/C(=O)N1c2ccccc2CC1c1c(C)[nH]c2ccccc12 (configuration not stated) | 86.8 | 99.7 | 90.0 | 100.3 | 77.3 | 89.1 | 73.1 | 101.1 | 100.5 |
| Nc1c(C(=O)Nc2ccccc2)n(CCCN2CCOCC2)c2nc3c(cc12)CCCC3 | 103.7[8 µM] | 108.7[8 µM] | 105.3[8 µM] | 111.1[8 µM] | 103.8[8 µM] | 83.2[8 µM] | 82.5[8 µM] | 100.7[8 µM] | 96.4[8 µM] |
| O=S(=O)(O)c1ccc2cc(O)ccc2c1 | 102.9 | 109.4 | 103.2 | 112.2 | 107.6 | 78.8 | 93.6 | 110.4 | 99.9 |
| COc1ccc(C(=O)COc2ccc(NC(=O)Nc3ccccc3)cc2)cc1 | 103.4 | 105.4 | 106.5 | 80.3 | 91.0 | 104.0 | 87.9 | 91.6 | 100.7 |
| COc1cc2c(cc1OC)C1CCN3C(=O)CCC3N1CC2 (configuration not stated) | 108.8 | 101.2 | · | 109.5 | 109.0 | 103.9 | 104.9 | 108.7 | 105.6 |
| NC(=S)N/N=C\c1cccc(/C=N/NC(N)=S)n1 | 98.1 | 104.7 | 121.4 | 104.7 | 97.2 | 75.5 | 89.3 | 94.1 | 91.5 |
| CCCCCCCCSCc1ccc(Nc2ccc(Nc3ccc(CSCCCCCCCC)cc3)cc2)cc1 | 102.7 | 107.3 | 102.2 | 106.9 | 101.9 | 114.4 | 87.3 | 114.4 | 96.4 |
| Cc1cccc(Cc2ccccc2C(=O)c2cccc3ccccc23)c1 | 76.9 | 102.7 | 96.1 | 97.2 | 72.1 | 112.8 | 74.8 | 91.8 | 88.6 |
| Cc1ccc2c(c1)/C(=N/c1n[nH]c(=S)s1)C(=O)N2 | 111.0 | 100.9 | 120.0 | 85.9 | 90.0 | 99.3 | 78.2 | 79.7 | 87.8 |
| O=C(/C=C/c1ccccc1)NO | 72.2 | 93.1 | 92.7 | 95.1 | 78.4 | 93.1 | 58.2 | 93.7 | 89.3 |
| c1ccc2[nH]c(Cc3nc4ccccc4[nH]3)nc2c1 | 111.9 | 108.2 | 104.9 | 107.0 | 89.8 | 98.5 | 94.9 | 97.6 | 105.5 |
| CC1=N/C(=C\c2ccc(-c3ccccc3)cc2)C(=O)O1 | 110.1 | 119.6 | 105.7 | 103.7 | 104.1 | 104.8 | 91.0 | 94.5 | 101.9 |
